TbMetRS inhib: blocks T. brucei methionyl-tRNA synthetase activity | purified T. brucei MetRS, ATP depletion, Kinase-Glo luminescence | inhibition, % at 11.9 µM | 360,000 tested, 0.4% active;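 active = inhibition above a per-plate cutoff of the control wells' mean inhibition plus 3 SD, cut at about 5.5% in these data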;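 also: 0% = DMSO wells median and 100% = median of wells with control inhibitor compound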
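Dosing: 11.9 µM compound single dose, 0.9% DMSO; Assay system: purified T. brucei MetRS enzyme; Measured by: Kinase-Glo luciferase luminescence reporting remaining unconsumed ATP; Schedule: 15 min plus 2 h at 25 °C.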
STEP block: inhibitors of human striatal-enriched phosphatase STEP | P54829 | recombinant STEP, OMFP fluorogenic substrate, fluorescence | inhibition, % at 20 µM | 360,000 tested, 0.25% active | AID 588621;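 active = inhibition at 20 µM, scaled per plate between control wells, above about 37%, limit read from the data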;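 also: 0% = DMSO with enzyme and substrate and 100% = substrate only without enzyme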
Target sequence (P54829 whole entry, looked up): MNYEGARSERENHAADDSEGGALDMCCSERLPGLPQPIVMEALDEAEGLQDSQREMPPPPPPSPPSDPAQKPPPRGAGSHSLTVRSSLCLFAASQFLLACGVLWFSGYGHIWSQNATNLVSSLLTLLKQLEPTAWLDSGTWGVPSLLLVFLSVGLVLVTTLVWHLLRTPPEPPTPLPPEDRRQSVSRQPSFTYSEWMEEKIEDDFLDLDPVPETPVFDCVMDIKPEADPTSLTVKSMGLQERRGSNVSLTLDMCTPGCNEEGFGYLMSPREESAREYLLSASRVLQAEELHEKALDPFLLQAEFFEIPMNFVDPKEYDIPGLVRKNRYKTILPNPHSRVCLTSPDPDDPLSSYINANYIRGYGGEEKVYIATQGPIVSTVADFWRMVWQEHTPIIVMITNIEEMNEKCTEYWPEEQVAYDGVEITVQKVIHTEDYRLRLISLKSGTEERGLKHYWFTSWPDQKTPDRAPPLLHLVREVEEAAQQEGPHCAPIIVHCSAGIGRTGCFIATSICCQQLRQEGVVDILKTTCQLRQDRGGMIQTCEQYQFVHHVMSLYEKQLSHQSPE
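Material: STEP (striatal-enriched tyrosine phosphatase) enzyme, cell-free; Compound dosing: 20 µM single dose in 1% DMSO; Technique: fluorescence read at 480 nm ex / 540 nm em; Times: reaction 20 min, ambient temperature; Medium: 50 mM Bis-Tris pH 6.0 with 2.5 mM DTT and 0.005% Tween 20; Also added: OMFP at 25 µM.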
Neddylation inh: blocks human cullin neddylation. P61081+Q13564. TR-FRET cullin neddylation, biochemical. calls only at 25 µM. 360,000 tested, 0.58% active; in the data active = inhibition above about 36%
SUMO1 PPI mod: modulators of human SUMO1-mediated protein-protein interactions; P63165; SUMO1 binding to a labelled peptide, TR-FRET, 1 h; inhibition, % at 20 µM; 360,000 tested, 0.33% active; in the data active = inhibition above about 37%
Target sequence (P63165 whole entry, looked up): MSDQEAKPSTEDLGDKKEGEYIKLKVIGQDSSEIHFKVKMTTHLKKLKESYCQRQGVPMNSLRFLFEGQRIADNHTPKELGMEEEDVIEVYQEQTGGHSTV
NadD inh: blocks S. aureus nicotinate mononucleotide adenylyltransferase | purified NadD enzyme, colorimetric absorbance read-out | inhibition, % at 20 µM | 360,000 tested, 0.78% active; in the data active = inhibition above about 26%; also: some compounds past the cut are filed as inactive
LMPTP block: LMPTP (human) inhibition. P24666. recombinant LMPTP-A, OMFP fluorogenic substrate, fluorescence intensity. inhibition, % at 20 µM. 360,000 tested, 0.22% active;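 active = compounds that cut the enzyme signal by at least half of the control window in the single-dose screen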;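 also: plate controls were DMSO wells with enzyme plus substrate for no effect and substrate without enzyme for full effect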
Target sequence (P24666 whole entry, looked up): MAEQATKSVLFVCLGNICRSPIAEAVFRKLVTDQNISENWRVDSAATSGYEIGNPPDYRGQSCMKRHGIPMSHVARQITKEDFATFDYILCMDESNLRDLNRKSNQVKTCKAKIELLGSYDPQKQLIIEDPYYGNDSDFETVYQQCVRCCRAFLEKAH
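Buffer or medium: Bis-Tris pH 6.0, DTT, detergent; Assay system: LMPTP-A enzyme; Quantity: 0.625 nM enzyme; Detection: endpoint fluorescence intensity; Times: 50 min dark incubation at room temperature; Controls: substrate-only low control, DMSO enzyme-plus-substrate high control; Doses: single 20 µM dose; Read-out: percent inhibition versus substrate-only and uninhibited controls; Reagent: 400 µM OMFP.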
DNMT1 block: inhibitors of human DNMT1; AID 588458; inhibition (reported as % activation of signal), % at 10 µM; P26358; 360,000 tested, 0.83% active; DNMT1 molecular beacon, Hinp1I cleavage, fluorescence; in the data active = inhibition above about 50%
Scp1 inh: blocks human Scp-1 phosphatase activity; Q9GZU7; Recombinant Scp1, phosphopeptide, malachite green phosphate absorbance; inhibition, % at 20 µM; 340,000 tested, 0.88% active; AID 493091;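 active = inhibition above about 50% at 20 µM, limit read from the data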;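 also: plate controls were DMSO wells with enzyme for no effect and wells lacking enzyme for full effect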
Target sequence (Q9GZU7 76-261 limits assumed): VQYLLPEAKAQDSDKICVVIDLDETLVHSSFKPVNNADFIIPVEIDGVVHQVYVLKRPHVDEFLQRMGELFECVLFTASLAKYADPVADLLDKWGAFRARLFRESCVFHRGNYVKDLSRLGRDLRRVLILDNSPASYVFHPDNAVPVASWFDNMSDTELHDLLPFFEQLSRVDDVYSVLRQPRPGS
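Assay system: SCP-1 catalytic fragment, aa 76-261 | Buffer or medium: Tris acetate buffer pH 5.5 with MgCl2 and Tween-20 | Compound: One concentration, 20 µM, with 1.0% DMSO | Also added: Phospho 17-mer peptide substrate | Signal: Absorbance at 630 nm | Incubation: 45 min enzyme reaction at room temperature | Measure: % inhibition of SCP-1 phosphate liberation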
SKN-1 block: blocks SKN-1 activity in C. elegans; C. elegans VP596 Pgst-4::GFP/RFP ratio, acrylamide-induced, 24 h; inhibition, % at 21.8 µM; 360,000 tested, 0.49% active;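 active = interference check ratio from 0.5 to 1.5 plus GFP to RFP signal ratio inhibition reaching or exceeding a fixed threshold, cut at about 30% in these data, passing the limit was not always enough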; also: some compounds called inactive have numbers as strong as hits
NRP1-CendR mod: NRP-1/CendR interaction modulation; 360,000 tested, 0.85% active; O14786; AID 602438; FAM-RPARPAR peptide binding to NRP-1, fluorescence polarization; inhibition, % at 25 µM;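 active = inhibition or corrected inhibition above about 18%, plus a signal ratio from 0.5 to 1.5, limit read from the data, passing the limit was not always enough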; also: strong numbers were not always called active
The depositor's hits bear a star; i = inactive; . = not tested or not shown.

Results follow in this order: TbMetRS inhib	STEP block	Neddylation inh	SUMO1 PPI mod	NadD inh	LMPTP block	DNMT1 block	Scp1 inh	SKN-1 block	NRP1-CendR mod
- NC(=O)c1nsc(C(=O)N(CC(=O)NC2CCCC2)Cc2ccc3c(c2)OCO3)c1N
→ 0.1	0	i	-6	-4	1.1	-1	4	7	-13
- O=C(COC(=O)c1ccccc1-n1cnnn1)c1ccc(F)c(F)c1
→ -0.3	-1	i	4	-4	0.4	0	-4	21	-15
- Cc1c(NC(=O)CSc2nnnn2-c2ccc(O)cc2)c(=O)n(-c2ccccc2)n1C
→ 0.2	-2	i	3	2	-1.8	1	-2	6	6
- CS/C(N)=N/S(=O)(=O)c1ccc(NC(C)=O)cc1
→ 0.0	-2	i	1	-6	-1.1	2	-8	-1	-1
- CS(=O)(=O)N1CCN(CCN2C(=O)c3cccc4cccc(c34)C2=O)CC1
→ 0.1	0	i	-33	3	0.0	3	-5	9	-6
- CCC(C)(C)NC(=O)C(c1cccc(OC)c1OC)N(C(=O)CCC(=O)Nc1cc(C)on1)c1ccc2c(c1)OCCO2 (stereo unspecified)
→ -0.1	2	i	0	2	-0.9	-1	-5	6	0
- CCOC(=O)C1(Cc2cccc(OC)c2)CCCN(Cc2cnn(C)c2)C1 (stereo unspecified)
→ -0.5	-2	i	-4	-3	-0.5	5	3	2	-3
- COc1ccc(N2C(=O)CC(Sc3ncccc3C(=O)O)C2=O)cc1 (stereo unspecified)
→ -0.9	-6	i	-1	10	-0.1	0	-9	16	-4
- Cc1cc2occ(CC(=O)N(C)CC(=O)Nc3ccccc3Br)c2cc1C
→ -0.5	-1	i	8	-6	1.4	-6	-4	6	8
- Cc1cnn(-c2cc(N/N=C/c3cccc(F)c3)ncn2)c1
→ -0.7	3	i	0	8	-0.2	32	-4	4	11
- CCOC(=O)c1c[nH]c(=O)c(Br)c1O
→ -0.3	5	i	3	0	-1.0	6	-9	1	8
- NS(=O)(=O)c1ccc(CNC(=O)c2cc(-c3cccnc3)nc3ccccc23)cc1
→ -0.4	2	i	-11	2	0.2	-1	3	10	0
- CCOC(=O)c1nn(-c2ccc(C)c(C)c2)cc1O
→ -0.3	-1	i	0	0	-0.1	8	-11	3	-4
- COC(=O)[C@]1(Cc2ccccc2)N[C@H](CN(C)C(=O)COc2ccccc2)[C@@H]2C(=O)N(Cc3ccccc3)C(=O)[C@@H]21
→ 0.1	-2	i	5	1	-0.8	-5	-2	6	-6
- CCN(Cc1ccccc1)c1ccc(/C=C(\C#N)c2ccccn2)cc1
→ -0.9	3	i	-8	5	1.8	-5	-3	-2	-25
- C(=N\N(Cc1ccccc1)c1ccccc1)/c1ccco1
→ -0.4	3	i	-3	4	2.0	-3	-7	-1	9
- CC(C)=C1C2CCC1C(C(=O)NCc1ccccc1)C2C(=O)O (stereo unspecified)
→ -0.9	5	i	3	-8	0.4	0	-1	-14	7
- COCCCNC(=O)Cn1c(=O)n(CC(=O)NCCc2ccc(OC)c(OC)c2)c(=O)c2sccc21
→ -0.1	2	i	-2	1	-0.2	-3	0	-3	6
- Cc1cc(NC(=O)C(=O)NCCN2CCN(S(C)(=O)=O)CC2)ccc1Br
→ -0.2	3	i	1	-13	1.0	1	-4	-6	5
- COc1cc2oc(=O)cc(-c3ccc(-c4ccc(C(F)(F)F)cc4)cc3)c2c(OC)c1OC
→ 0.2	2	i	-4	-4	3.9	2	-4	1	-3
- O=C(NC1CCN(Cc2ccccc2)CC1)c1cccc(Br)c1
→ -1.4	-1	i	-3	0	0.1	2	-9	12	9
- COc1ccc(-c2nc(C#N)c(NCCCN3CCOCC3)o2)cc1
→ -0.5	-4	.	-6	-4	-2.0	-2	3	-7	15
- COCCn1c(-c2ccc(Cl)cc2)cnc1SCC(=O)NCc1cccs1
→ 0.0	-2	i	-1	-3	0.9	-1	8	14	2
- COCCNC(=O)C(=O)Nc1cc2c3c(c1)C(C)C(=O)N3CCC2 (stereo unspecified)
→ -0.4	4	i	3	-1	1.2	2	-9	20	13
- CC(=O)c1ccc(Nc2nc(C(N)COCc3ccccc3)cs2)cc1 (stereo unspecified)
→ -0.2	-1	.	8	11	2.9	-40	.	4	-8
- Cc1ccc(-n2c(SCC(=O)Nc3cc(S(=O)(=O)N4CCOCC4)ccc3Cl)nc3ccccc3c2=O)cc1
→ -0.6	1	i	0	14	1.1	1	-7	11	-1
- c1ccc(COc2cccc(-c3cc4nc(NCCOc5ccccc5)ccn4n3)c2)cc1
→ 0.6	1	.	3	-2	7.5	-30	.	3	-5
- c1ccc(-c2nc(-n3ccnc3)nc(-n3ccnc3)n2)cc1
→ -0.3	4	i	4	6	0.2	16	-9	0	-10
- Cc1ccc(C(=O)Nc2ccccc2C(=O)O)cc1S(=O)(=O)Nc1ccccc1
→ -0.7	-2	i	15	0	-1.1	-2	-6	-4	-18
- CCOC(=O)C1=C(N)OC(CCl)=C(C#N)C1c1ccsc1 (stereo unspecified)
→ -0.6	2	i	0	3	-1.4	-1	-5	8	1

An excerpt of these results, with each value named.
C(=N\N(Cc1ccccc1)c1ccccc1)/c1ccco1
  TbMetRS inhib: -0.4
  STEP block: 3
  Neddylation inh: i
  SUMO1 PPI mod: -3
  NadD inh: 4
  LMPTP block: 2.0
  DNMT1 block: -3
  Scp1 inh: -7
  SKN-1 block: -1
  NRP1-CendR mod: 9

c1ccc(COc2cccc(-c3cc4nc(NCCOc5ccccc5)ccn4n3)c2)cc1
  TbMetRS inhib: 0.6
  STEP block: 1
  Neddylation inh: .
  SUMO1 PPI mod: 3
  NadD inh: -2
  LMPTP block: 7.5
  DNMT1 block: -30
  Scp1 inh: .
  SKN-1 block: 3
  NRP1-CendR mod: -5

Remaining list, next part
Results follow in this order: TbMetRS inhib	STEP block	Neddylation inh	SUMO1 PPI mod	NadD inh	LMPTP block	DNMT1 block	Scp1 inh	SKN-1 block	NRP1-CendR mod
- Cn1c(=O)c2c(ncn2CC(=O)N2CCN(S(=O)(=O)c3ccccc3)CC2)n(C)c1=O
→ -0.5	-2	i	-2	3	-1.4	-2	-1	6	3
- O=C(OC1CC2CC1[C@H]1CCCCN1C2=O)N1CCN(c2ccccc2)CC1 (stereo partly specified)
→ -0.4	.	i	1	-2	1.1	.	.	9	-6
- CC1(C)Cc2c(ccc3ccccc23)/C(=C/C#N)N1
→ -1.0	2	i	-21	3	0.6	-1	-3	17	-13
- Cc1ccsc1CNn1cnnc1SCc1ccc(Cl)cc1
→ -0.3	0	i	0	2	0.4	0	-11	0	5
- CCc1ccc(Nc2nnc(SCC(=O)Nc3cccc(S(=O)(=O)NC4=NCCCCC4)c3)s2)cc1
→ -0.2	2	i	-2	7	1.4	-6	1	8	-11
- CCOc1ccc(Nc2nc(Cc3nnc(SCC(=O)NCC4CCCO4)n3C)cs2)cc1 (stereo unspecified)
→ -0.4	3	i	-2	3	-0.5	-5	-8	8	-1
- CSc1ccc(CN(C)C(C)C(=O)Nc2ccc(F)c(F)c2F)cc1 (stereo unspecified)
→ -0.9	2	i	1	-9	0.8	3	-1	18	4
- CC(C)(C)C1=C(C#N)C(c2ccncc2)C(C#N)=C(N)O1 (stereo unspecified)
→ -0.9	2	i	11	1	-1.9	-1	8	7	-4
- COc1cccc(-c2nn(C)c3sc(C(=O)N4CCN(c5ccccn5)CC4)cc23)c1
→ -1.0	2	i	3	3	4.0	-6	5	-11	-2
- CCOCCc1nnc(NC(=O)CCC2CCCCC2)s1
→ -0.3	-1	i	0	-2	0.2	1	-6	-8	6
- O=C(NNc1nc2c(F)cccc2s1)c1ccc(F)cc1
→ -0.9	0	i	4	-8	0.4	1	0	-1	6
- CCC(=O)NC(c1ccc(C)cc1)c1cc([N+](=O)[O-])c2cccnc2c1O (stereo unspecified)
→ -1.3	8	i	-26	16	2.8	-13	-5	4	6
- COc1ccc(NS(=O)(=O)c2cccc(C(=O)NCCc3ccc(S(N)(=O)=O)cc3)c2)cc1
→ 0.1	0	i	1	-6	-0.2	1	-12	8	-2
- COc1cc(C(=O)Nc2c(C(=O)O)[nH]c3ccc(C)cc23)cc(OC)c1OC
→ -0.8	-1	i	-11	-1	0.7	1	-4	13	-10
- CC(=O)NCCc1ccc(O)cc1
→ -2.8	-2	i	0	-1	1.3	-3	-13	1	10
- CCc1nc(SCC(=O)NNC(=O)c2ccc(OC)cc2)c2ccccc2n1
→ -0.1	3	i	3	-1	-1.2	0	-8	-2	-1
- O=C(Nc1ccccc1Cl)c1ccc2nsnc2c1
→ -0.5	-4	i	-20	-5	-0.3	1	-5	0	0
- C/C(=N\NC(=O)c1c(Cl)cnn1C)c1cccc(NC(=O)COc2ccccc2)c1
→ -0.2	2	i	-2	-3	-0.6	1	-5	-15	-7
- O=C(CSc1nnc2ccc(-c3ccccn3)nn12)Nc1ccccc1F
→ -0.1	3	i	-40	-1	-1.2	2	-2	7	3
- Cc1ccc(OC(=O)CCC(=O)Nc2ccc(S(=O)(=O)Nc3cc(C)on3)cc2)cc1
→ -0.4	2	i	-1	4	-1.3	5	-1	5	16
- Cc1ccc(S(=O)(=O)N2CCN(C(=O)CN3C(=O)c4ccc([N+](=O)[O-])cc4C3=O)CC2)cc1C
→ -0.4	2	i	-23	15	0.2	-1	-8	0	3
- O=C(CN1C(=O)CCC1=O)Nc1ccc2c3c(cccc13)CC2
→ -0.6	1	i	-9	2	0.5	3	2	-16	22
- O=C(Nc1ccncc1)Nc1ccc(F)c(Cl)c1
→ -0.6	0	i	-2	-4	7.0	1	-4	-16	6
- Cc1ccc(-c2nn(-c3ccccc3)cc2NC(=O)CCl)cc1
→ -0.6	2	i	-1	-4	-0.3	16	-8	8	-4
- COC(=O)CCCC[C@@H]1O[C@H](CCc2ccccc2)Cc2[nH]c(=S)[nH]c(=O)c21
→ -0.6	.	i	8	-5	-2.3	.	.	2	-1
- COc1ccc([N+](=O)[O-])cc1NC(=O)c1ccccc1N(C)S(C)(=O)=O
→ 0.0	2	i	-15	-4	0.1	-1	-5	1	-2
- COc1ccnc(Oc2ccc(F)cc2)c1C(=O)N/C=N/OCc1c(Cl)cccc1Cl
→ 0.3	-1	i	2	-6	3.6	-4	-5	-1	2
- COc1cccc(Oc2ccc(S(=O)(=O)N3CCCC3)cc2[N+](=O)[O-])c1
→ -0.5	0	i	-16	1	1.7	-1	-10	-13	3
- CCCCn1c(NC(=O)c2ccccc2)nc2ccccc21
→ -0.8	2	i	5	-1	1.5	3	-9	12	13
- COc1ccc([C@@H]2C[C@H](c3ccccc3)Oc3cc(C)cc(C)c32)cc1
→ -0.3	0	i	3	-5	2.8	5	-9	7	0
- O=C(NNc1ccc(Cl)cc1)c1c(F)cccc1Cl
→ -0.6	-4	i	6	-4	-0.9	2	-10	-7	-3
- COCC(=O)Nc1cc(C)cn(Cc2ccc(F)cc2)c1=O
→ -0.4	2	i	2	-2	-0.7	0	-7	0	8

Bioassay records deposited in PubChem by several laboratories.
